Hsp70 act = Hsp70 transcriptional activation, primary screen; HeLa Hsp70 promoter luciferase reporter, luminescence; scaled: vehicle 0, proteasome-inhibitor control 100%; activation, % at 10 µM; 0.04% of 200,000 active;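 active = activation above the mean across all tested compounds plus 3 SD, cutoff set per campaign, cut at about 5.5% in these data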;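 note: 100% = MG132 at 30 µM as the positive control and 0% = DMSO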
G6PDH counter = inhibits Leuconostoc G6PDH, flagging false hits in G6PDH-based assays. Purified L. mesenteroides G6PDH, diaphorase/resazurin coupled fluorescence, 45 min. inhibition, % at 5 µM. 0.12% of 200,000 active; in the data active = inhibition above about 50%
HMGR II inh = blocks class II HMG-CoA reductase of Enterococcus faecalis. purified E. faecalis HMGR, NADPH absorbance 340 nm kinetic. inhibition, % at 10 µM. 0.41% of 190,000 active;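 active = inhibition above a set limit, the median over all tested compounds plus 3 SD, cut at about 9.5% in these data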;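 note: enzyme runs in reverse so mevalonate oxidation gives rising NADPH absorbance; 0% = complete reaction with DMSO and 100% = background rate lacking mevalonate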
STAT1 act = increases IFN-gamma driven STAT1 reporter signal; 2.6% of 200,000 active; NIH 3T3 STAT1-luciferase reporter, luminescence; 100% = IFN-gamma alone, no compound; activation (% of control), % at 5.5 µM;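 active = activation above the screen-wide mean activation plus 3 SD, cut at about 130% in these data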;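 note: raw ratio to IFN-gamma control signal so 100% means no change and 0% no light; values of inactives mirror those of a sister screen read the other way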
Redox H2O2 prof = compounds producing H2O2 with reducing agent – biochemical, NIH compound library profiling, artefact control for MLSCN library redox annotation, primary screen. DTT-dependent redox cycling H2O2, phenol red/HRP absorbance; 100% = 100 µM peroxide control, 0% = buffer. activation, % at 10 µM. 0.03% of 200,000 active. AID 878;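 active = activation of at least 50% relative to the plate's high and low controls in the primary single-dose screen; inactive = activation below 50%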;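 note: compound incubated with DTT at 0.8 mM final as the reducing agent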
FLuc stim CS = firefly luciferase counter-screen for stimulation assays | 200,000 tested, under 10 active | ATPlite luciferase biochemical, luminescence, 10 min; 0 = ATP-free wells, 1 = DMSO control | activation factor at 10 µM | AID 1027 | P08659;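 active = luciferase activation factor, scaled between plate controls, of at least 2 with compound at 10 µM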
Target sequence (P08659 whole entry, looked up): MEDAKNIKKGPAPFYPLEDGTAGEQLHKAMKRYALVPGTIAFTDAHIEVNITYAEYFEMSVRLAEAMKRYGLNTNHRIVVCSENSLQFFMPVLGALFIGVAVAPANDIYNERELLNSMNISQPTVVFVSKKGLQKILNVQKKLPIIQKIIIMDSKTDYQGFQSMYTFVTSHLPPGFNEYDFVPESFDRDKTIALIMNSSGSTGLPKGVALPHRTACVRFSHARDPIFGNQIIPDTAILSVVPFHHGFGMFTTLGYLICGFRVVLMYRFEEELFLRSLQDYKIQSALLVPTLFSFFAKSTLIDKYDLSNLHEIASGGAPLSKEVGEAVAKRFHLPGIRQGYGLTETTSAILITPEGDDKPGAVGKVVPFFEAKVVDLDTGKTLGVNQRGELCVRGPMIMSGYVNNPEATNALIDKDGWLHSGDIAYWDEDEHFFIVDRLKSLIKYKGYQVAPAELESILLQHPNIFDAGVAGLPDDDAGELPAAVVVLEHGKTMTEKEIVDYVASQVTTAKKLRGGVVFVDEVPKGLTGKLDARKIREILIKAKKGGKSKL
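Material: Luciferase/luciferin reagent mix; Doses: test compounds dosed from 2 mM stocks in 100% DMSO; Schedule: 10 min incubation after luciferase reagent addition, room temperature; Measured by: luminescence from luciferase reaction; Read-out: luminescence gain marking luciferase activators.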
FLuc inh counter = counter-screen for luciferase assay inhibitors: firefly luciferase inhibition; 1.5% of 200,000 active; P08659; AID 1006; inhibition, % at 10 µM; ATPLite firefly luciferase biochemical luminescence, 10 min;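 active = inhibition above about 50% when tested at 10 µM, limit read from the data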
NF-kB expr up = compounds increasing NF-kB expression in human neuronal cells | 1.6% of 190,000 active | fold change at 12.5 µM | NF-kB reporter expression; stronger effect = higher value; in the data active = fold change above about 3.3
APP transl inh = APP translation inhibition | SH-SY5Y APP 5'UTR-luciferase reporter, luminescence | inhibition, % at 2 µM | 0.82% of 190,000 active;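 active = inhibition above a set limit, derived from the sample mean plus 3 SD, cut at about 45% in these data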; note: values of inactives mirror those of a sister screen read the other way
APP 5'UTR act = activates APP 5'UTR luciferase reporter. SH-SY5Y APP 5'UTR luciferase reporter, luminescence; zero percent = DMSO vehicle wells. activation, % at 2 µM. 1% of 190,000 active;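 active = activation above a set limit, based on mean plus 3 SD of controls, cut at about 140% in these data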; note: values of inactives mirror those of a sister screen read the other way
* marks the source's active call; other numbers are inactive results; . = not tested or not shown.

1) O=C([C@H](Cc1ccccc1)NS(=O)(=O)c1ccc(Cl)cc1)N1CC[C@@]2(O)CCCC[C@H]2C1
2) CS(=O)(=O)N1CCN(c2ccccc2NC(=O)CSc2nnc(-c3ccco3)o2)CC1
3) O=C(Oc1c(Cl)cc(Cl)c2cccnc12)N1CCCCC1
4) C=CCNc1nc(N2CCOCC2)c(C#N)c2c1CN(C)CC2
5) O=C(N/N=C/c1ccc[nH]1)c1cccc(Br)c1
6) COC(=O)C1=NN(c2ccccc2OC)C2C(=O)N(c3ccccc3OC)C(=O)C12 (stereo unspecified)
assay / compound,1,2,3,4,5,6
Hsp70 act,-0.5,0.1,-0.3,-0.1,-0.3,-0.4
G6PDH counter,13.3,1.4,5.4,-1.4,-2.8,9.7
HMGR II inh,-7.1,0.2,-1.5,-4.2,4.4,-5.2
STAT1 act,93.0,107.1,101.8,96.8,109.2,96.6
Redox H2O2 prof,0.7,0.0,0.3,-0.3,0.0,-0.5
FLuc stim CS,1,1,1,1,0.9,1
FLuc inh counter,-0.2,-2.9,-1.0,-3.9,7.1,-2.4
NF-kB expr up,0.42,1.15,0.9,1.35,1.42,1.29
APP transl inh,11.0,-6.3,1.0,5.1,-12.3,-10.0
APP 5'UTR act,-11.0,6.3,-1.0,-5.1,12.3,10.0

7) CCOC(=O)CN1C=C(c2ccc3ccccc3n2)C(C[N+](=O)[O-])c2ccccc21 (stereo unspecified)
8) Cc1noc(C)c1C(=O)OCC(=O)c1c(N)n(CC(C)C)c(=O)n(C)c1=O
9) CCN(CC)C(=O)CN(Cc1ccccc1)S(=O)(=O)c1ccc(F)cc1
10) COc1ccc(C(=O)C2CCCN(C(=O)c3noc4c3CCCC4)C2)cc1F (stereo unspecified)
11) CS(=O)(=O)c1ccc2nc(NC(=O)C3C4C=CC(C4)C3C(=O)O)sc2c1 (stereo unspecified)
12) COC(=O)C1C(C(C)C)N(c2ccccc2)OC1(C)O (stereo unspecified)
assay / compound,7,8,9,10,11,12
Hsp70 act,0.3,-0.5,-0.1,-0.1,-0.1,-0.1
G6PDH counter,10.3,-0.5,8.6,16.1,7.1,3.6
HMGR II inh,-4.5,0.4,-4.2,-5.7,-0.5,-6.5
STAT1 act,99.7,95.0,97.7,94.5,100.5,97.4
Redox H2O2 prof,0.6,-0.1,-0.1,-1.2,2.1,-1.4
FLuc stim CS,1.1,1.1,1.1,1,1,1
FLuc inh counter,-11.0,-9.7,-6.4,-4.0,-1.4,-4.3
NF-kB expr up,2.51,0.84,1.21,1.02,0.95,1.12
APP transl inh,-59.0,-11.5,10.6,13.5,-8.8,-13.9
APP 5'UTR act,59.0,11.5,-10.6,-13.5,8.8,13.9

13) Cc1ccnc(NS(=O)(=O)c2ccc(NC(=O)c3ccc(N4C(=O)CCC4=O)cc3)cc2)n1
14) CCOC(=O)N1CCC(N(CCN(C)C)C(=S)Nc2ccccc2Cl)CC1
15) Cc1cc(C)cc(-n2c(C)cc(/C=N/NC(=O)CN(c3c(C)cccc3C)S(C)(=O)=O)c2C)c1
16) O=C(NC(=S)Nc1ccc(S(=O)(=O)N2CCCCCC2)cc1)c1cccs1
17) COc1cc(/C=C(\C#N)c2ccccn2)ccc1OCC(=O)Nc1ccc(Br)cc1
18) CCNS(=O)(=O)c1ccc2c(c1)n(C)c(=O)n2C
assay / compound,13,14,15,16,17,18
Hsp70 act,-0.2,-0.2,0.6,-0.2,-0.4,0.6
G6PDH counter,2.1,4.1,2.0,7.2,-5.9,-0.2
HMGR II inh,-1.7,-0.3,-5.4,2.9,-1.2,-1.6
STAT1 act,107.2,92.2,106.8,105.5,100.4,98.6
Redox H2O2 prof,-0.1,-0.5,0.4,0.2,-0.1,-2.4
FLuc stim CS,1.1,1.1,1.1,1.1,1,1
FLuc inh counter,-5.0,-6.4,-6.6,-8.4,-3.9,-4.8
NF-kB expr up,1.05,1.07,1.15,1.01,1.14,2.05
APP transl inh,2.0,-8.7,90.2*,-6.9,-13.0,-27.6
APP 5'UTR act,-2.0,8.7,-90.2,6.9,13.0,27.6

19) CCOc1ccccc1CN1CCN(Cc2cccc3nonc23)CC1CCO (stereo unspecified)
20) CCOc1ccc(C(=O)NCC(=O)N2CCc3ccccc3C2)cc1OCC
21) COc1ccc(/C=N/NC(=O)OC(C)(C)C)cc1OC
22) CC(C)CC(=O)Nc1cccc(NC(=O)CC(C)C)n1
23) COc1cc(N2C(=O)c3ccccc3C2=O)c(Cl)cc1C(=O)OCC(=O)N(C)C
24) COc1ccc2c(CSc3nc4nc(C)cc(C)n4n3)cc(=O)oc2c1
assay / compound,19,20,21,22,23,24
Hsp70 act,-0.6,-0.4,0.2,-0.5,0.5,-0.3
G6PDH counter,12.4,-6.1,-0.1,-2.8,-0.8,-2.3
HMGR II inh,-4.4,1.6,-4.5,-0.6,5.4,2.2
STAT1 act,96.5,99.1,108.1,95.6,102.9,99.2
Redox H2O2 prof,-1.0,-0.8,-0.1,0.3,-0.2,-0.3
FLuc stim CS,1,1,0.9,1,1.1,1
FLuc inh counter,-2.9,-3.5,6.5,-4.1,-5.3,-4.5
NF-kB expr up,1.27,1.09,0.83,0.82,.,4.15*
APP transl inh,-29.4,2.9,-21.6,-22.2,12.6,-9.9
APP 5'UTR act,29.4,-2.9,21.6,22.2,-12.6,9.9

25) COc1ccc(NC(=O)CSc2nnc(Cc3cccn3C)n2-c2ccc(C)cc2)cc1OC
26) COC(=O)Cn1nnc2c(cnn2-c2ccccc2)c1=O
27) CC1CCC(N(C(=O)c2csnn2)C(C(=O)NC(C)(C)C)c2cccnc2)CC1 (stereo unspecified)
28) Cc1c(C(=O)NCC2COc3ccccc3O2)oc2ccc(S(=O)(=O)N(C)C3CCCCC3)cc12 (stereo unspecified)
29) CCOC(=O)C1CCN(C(=O)COc2ccc(S(=O)(=O)NC(C)C)cc2)CC1
30) CS(=O)(=O)N(CC(=O)N1CCCCCC1)Cc1ccc(Cl)cc1
assay / compound,25,26,27,28,29,30
Hsp70 act,-0.2,-0.3,-0.4,-0.2,-0.6,-0.1
G6PDH counter,5.2,14.6,13.6,-5.4,4.6,4.0
HMGR II inh,2.2,1.5,-8.0,0.4,-1.7,-3.9
STAT1 act,76.5,120.2,100.7,101.0,101.7,103.0
Redox H2O2 prof,-0.7,-0.8,-1.2,0.5,-3.1,0.2
FLuc stim CS,1,1,1,1,1.1,1.1
FLuc inh counter,-4.1,3.0,0.6,-4.6,-6.1,-7.5
NF-kB expr up,0.77,1.46,1.1,0.52,0.98,0.98
APP transl inh,-16.2,-3.0,-6.0,-1.6,-8.0,8.1
APP 5'UTR act,16.2,3.0,6.0,1.6,8.0,-8.1

31) N#Cc1nc(COc2ccccc2Cl)oc1N1CCCC1
32) Cc1cc(C)cc(OCC(=O)NNC(=O)c2cc(C)[nH]n2)c1
33) COc1ccccc1Cn1nnc2c(=O)[nH]c(C3CCN(C(=O)c4ccc(C)cc4)CC3)nc21
34) COc1ccc(CC(=O)NCc2nnc(SCC(=O)Nc3ccccc3)n2C)cc1
35) Cc1cccn2c(=O)c3cc(C(=O)N4COCC4(C)C)n(C)c3nc12
36) O=C(Nc1ccc(NC(=O)C2CCCCC2)cn1)c1ccco1
assay / compound,31,32,33,34,35,36
Hsp70 act,-0.2,-0.3,-0.5,0.2,-0.3,-0.3
G6PDH counter,-0.2,-4.3,-1.3,2.7,-0.9,16.1
HMGR II inh,-2.0,-6.3,-3.5,-2.9,0.4,1.9
STAT1 act,98.9,101.1,102.3,101.6,103.1,140.3*
Redox H2O2 prof,-0.4,2.1,0.5,9.1,-0.4,-0.1
FLuc stim CS,1,1.1,1.1,0.9,1,0.1
FLuc inh counter,-4.5,-6.3,-6.7,7.3,-4.7,86.1*
NF-kB expr up,1.65,1.03,0.71,1.32,0.84,4.62*
APP transl inh,2.6,-4.5,7.8,-16.5,1.0,-112.3
APP 5'UTR act,-2.6,4.5,-7.8,16.5,-1.0,112.3

Entries listed so far containing fluorine, in the order listed:
9) CCN(CC)C(=O)CN(Cc1ccccc1)S(=O)(=O)c1ccc(F)cc1
10) COc1ccc(C(=O)C2CCCN(C(=O)c3noc4c3CCCC4)C2)cc1F (stereo unspecified)
assay / compound,9,10
Hsp70 act,-0.1,-0.1
G6PDH counter,8.6,16.1
HMGR II inh,-4.2,-5.7
STAT1 act,97.7,94.5
Redox H2O2 prof,-0.1,-1.2
FLuc stim CS,1.1,1
FLuc inh counter,-6.4,-4.0
NF-kB expr up,1.21,1.02
APP transl inh,10.6,13.5
APP 5'UTR act,-10.6,-13.5

Next section:
37) Cc1nc2sc(C(=O)OCC(=O)N3c4ccccc4CC3C)c(C)c2c(=O)[nH]1 (stereo unspecified)
38) N/C(=N\OC(=O)COc1ccc2ccccc2c1Br)c1ccncc1
39) Cc1ccc(SCCC(=O)Nc2ccc(Br)c(C)c2)cc1
40) ONC(=Nc1ccc(Cl)cc1)c1ccccc1
41) CC1CN(c2nc3ccccc3nc2C(C#N)C(=O)OC2CCCCC2)CC(C)O1 (stereo unspecified)
42) CC(C)Oc1ccc(-c2nn(-c3ccccc3)cc2/C=c2\sc3ncnn3c2=O)cc1
assay / compound,37,38,39,40,41,42
Hsp70 act,0.1,0.1,-0.5,-0.2,0.5,-0.4
G6PDH counter,3.2,5.7,-12.3,-15.8,-12.4,-32.8
HMGR II inh,-6.7,4.0,-10.7,0.9,-2.1,-1.5
STAT1 act,99.2,115.4,84.1,98.8,106.3,99.0
Redox H2O2 prof,-1.0,0.4,-0.1,3.5,4.1,2.7
FLuc stim CS,1,1,1.1,1.1,1,1.1
FLuc inh counter,-3.4,-4.7,-6.5,-5.3,4.6,-8.3
NF-kB expr up,0.9,0.94,1.15,1.09,0.87,0.92
APP transl inh,17.3,-7.5,-18.1,.,-3.9,6.7
APP 5'UTR act,-17.3,7.5,18.1,.,3.9,-6.7

43) CCCCOc1ccc(N(CC(=O)NCC2CCCO2)C(=O)CCC(=O)Nc2cc(C)ccn2)cc1 (stereo unspecified)
44) O=C(/C=C/c1ccc(Cl)c([N+](=O)[O-])c1)c1cccnc1
45) COCC(C)Nc1ccc(S(=O)(=O)N2CCCC2)cc1[N+](=O)[O-] (stereo unspecified)
46) Cn1c(CSc2ccccc2)c(C#N)c2ccccc21
47) CNC(=O)C1CC(=O)N(Cc2ccc(OC)c(OC)c2)C(=Nc2ccc(OC)cc2)S1 (stereo unspecified)
48) COc1ccc(CCNc2nc3c(c(=O)n(C)c(=O)n3C)n2C)cc1OC
49) Oc1ccc2c(c1)C1CCCC1(N1CCOCC1)O2 (stereo unspecified)
50) COc1ccc(C2CC(=O)c3cnc(N)nc3C2)c(OC)c1 (stereo unspecified)
51) CN(C)/C=N/S(=O)(=O)c1ccc(Cl)cc1
assay / compound,43,44,45,46,47,48,49,50,51
Hsp70 act,-0.3,1.5,0.0,0.6,-0.5,0.2,-0.3,-0.4,-0.1
G6PDH counter,4.4,0.4,-2.5,8.0,5.2,-11.8,-5.5,5.1,-4.2
HMGR II inh,-5.4,-3.1,-0.9,2.1,-7.2,0.1,-8.7,2.1,0.6
STAT1 act,94.6,103.5,100.0,119.4,96.3,99.7,98.0,105.8,98.8
Redox H2O2 prof,0.6,-1.4,-0.5,0.3,0.1,1.8,-0.3,0.6,-0.4
FLuc stim CS,1,1,1,1,1.1,1.1,1,1.1,1.1
FLuc inh counter,-4.0,-1.5,-3.7,0.9,-7.2,-6.8,-0.7,-11.1,-5.8
NF-kB expr up,0.91,1.23,1.04,1.97,1.29,0.82,1.19,1.04,0.95
APP transl inh,-13.5,7.6,-8.1,-24.6,5.7,-11.2,-37.6,12.4,2.3
APP 5'UTR act,13.5,-7.6,8.1,24.6,-5.7,11.2,37.6,-12.4,-2.3

Compounds were not picked by outcome, and some 5.3% of all compounds hit somewhere here.
